# Compound activity (PubChem)
# Gli-Sufu block = Gli-Sufu pathway antagonists, primary screen, luciferase luminescence, Sufu-KO-LIGHT cells, uHTS; inhibition, % at 5 µM; Sufu-KO-LIGHT fibroblasts, Gli luciferase reporter luminescence; actives 0.74% (n = 340,000);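 active = inhibition above about 55%, limit read from the data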;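 note: 0% = DMSO-treated cells and 100% = wells with medium but no cells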
# A3G deaminase = APOBEC3G DNA deaminase inhibitors, primary screen, biochemical, fluorescence, single-stranded DNA substrate, uHTS. AID 493012, 2011. inhibition, % at 20 µM. recombinant A3G, ssDNA deamination FAM/TAMRA fluorescence. actives 0.28% (n = 330,000). DNA dC->dU-editing enzyme APOBEC-3G (Homo sapiens), Q9HC16;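 active = inhibition of at least 40% at 20 µM, with no more than 30% in the related APOBEC3A deaminase screen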;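 note: plate controls were DMSO wells with A3G for no effect and wells lacking A3G enzyme for full effect; some compounds called inactive have numbers as strong as hits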
# EBI2 block = EBI2 receptor antagonists, beta-arrestin recruitment, primary screen, cell-based, luminescence, 7a,25-OHC stimulation, uHTS; G-protein coupled receptor 183 (Homo sapiens), P32249; 7a,25-OHC stimulated; inhibition, % at 5 µM; actives 0.81% (n = 360,000); AID 651636, 2012; in the data active = inhibition above about 38%;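 note: enzyme fragment complementation signal reports receptor beta-arrestin coupling in cells; 0% = agonist plus DMSO wells and 100% = wells without agonist; some results beyond the cut were filed as inactive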
# Target sequence (P32249 whole entry, looked up, the tested form may be a part): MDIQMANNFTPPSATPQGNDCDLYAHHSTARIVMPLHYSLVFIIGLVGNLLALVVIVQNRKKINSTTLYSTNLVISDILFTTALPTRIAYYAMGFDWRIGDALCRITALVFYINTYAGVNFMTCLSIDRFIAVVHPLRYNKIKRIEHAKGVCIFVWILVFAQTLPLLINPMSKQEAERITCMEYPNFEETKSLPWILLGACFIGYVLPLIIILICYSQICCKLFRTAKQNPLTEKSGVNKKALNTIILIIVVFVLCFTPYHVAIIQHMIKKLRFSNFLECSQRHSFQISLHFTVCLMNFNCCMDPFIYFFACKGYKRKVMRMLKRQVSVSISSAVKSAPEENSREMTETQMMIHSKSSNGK
# CXCR6 inh = CXCR6 receptor inhibitors, primary screen, cell-based, beta-arrestin, luminescence, CHO-K1 PathHunter, 1536-well. AID 602244, 2012. C-X-C chemokine receptor type 6 (Homo sapiens), O00574. actives 0.36% (n = 360,000). inhibition, % at 20 µM; in the data active = inhibition above about 34%, passing the limit was not always enough;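 note: antagonist mode with CXCL16 agonist at 10 nM final; 0% = 10 nM CXCL16 with DMSO and 100% = unstimulated wells without agonist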
# Target sequence (O00574 whole entry, looked up): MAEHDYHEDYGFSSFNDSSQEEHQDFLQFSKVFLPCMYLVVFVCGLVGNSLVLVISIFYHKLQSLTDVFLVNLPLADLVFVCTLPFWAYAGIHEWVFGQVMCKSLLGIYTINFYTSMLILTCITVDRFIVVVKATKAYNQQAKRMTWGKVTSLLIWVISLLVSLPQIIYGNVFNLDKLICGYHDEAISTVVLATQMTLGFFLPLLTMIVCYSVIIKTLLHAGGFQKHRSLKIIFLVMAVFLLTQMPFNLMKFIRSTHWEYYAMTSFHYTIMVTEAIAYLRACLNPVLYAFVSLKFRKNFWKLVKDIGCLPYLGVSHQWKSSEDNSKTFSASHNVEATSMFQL
# MPTP inh = mitochondrial permeability transition pore inhibitors, primary screen, biochemical, isolated mouse mitochondria, absorbance | Ca2+ swelling absorbance, 30 min | inhibition, % at 10 µM | actives 1.4% (n = 360,000);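 active = inhibition of 50% or more, scaled per plate between neutral and stimulator controls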;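 note: 0% = DMSO wells given calcium and 100% = 1 mM EGTA wells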
# APOBEC3A inh = APOBEC3A ssDNA deaminase inhibitors, primary screen, selectivity assay for APOBEC3G inhibitor project, biochemical, FAM/TAMRA oligo cleavage fluorescence; recombinant A3A, FAM/TAMRA ssDNA deamination fluorescence; actives 0.41% (n = 330,000); AID 493011, 2011; inhibition, % at 20 µM;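 active = at least 40% inhibition at 20 µM here, with at most 30% in a related deaminase screen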;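 note: plate controls were A3A with DMSO for no effect and wells lacking A3A enzyme for full effect; some results filed as inactive read as strong as hits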
# CCR6 antagonist = CCR6 receptor antagonists, primary screen, cell-based, CHO-K1, luminescence, beta-arrestin, uHTS; C-C chemokine receptor type 6 (Homo sapiens), P51684; CHO-K1 CCR6 PathHunter beta-arrestin, CCL20-stimulated; inhibition, % at 20 µM; actives 0.49% (n = 340,000); AID 493098, 2011;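 active = compounds whose inhibition of the agonist-driven luminescence signal at 20 µM reaches about 50%, limit read from the data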;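 note: cells stimulated with CCL20 at 14 nM final; plate controls were DMSO with CCL20 for no effect and DMSO without agonist for full effect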
# Target sequence (P51684 whole entry, looked up): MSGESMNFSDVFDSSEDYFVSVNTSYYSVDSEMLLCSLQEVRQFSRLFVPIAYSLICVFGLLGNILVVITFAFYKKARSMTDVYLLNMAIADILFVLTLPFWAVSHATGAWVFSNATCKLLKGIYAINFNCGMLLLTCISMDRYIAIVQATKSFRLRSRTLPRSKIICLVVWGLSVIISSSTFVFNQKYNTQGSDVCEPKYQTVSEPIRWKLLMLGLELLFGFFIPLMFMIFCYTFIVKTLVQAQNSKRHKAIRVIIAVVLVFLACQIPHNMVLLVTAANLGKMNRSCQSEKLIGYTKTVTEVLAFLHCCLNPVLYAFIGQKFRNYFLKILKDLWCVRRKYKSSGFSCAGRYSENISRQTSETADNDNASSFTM
# GRIN3A LBD mod = binders of NR3A ligand-binding domain, primary screen, biophysical, differential scanning fluorimetry, uHTS; Glutamate receptor ionotropic, NMDA 3A (GRIN3A) ligand-binding domain; NR3A LBD differential scanning fluorimetry, Tm shift; 0% = protein alone, 100% = glycine-bound protein; Tm shift relative to glycine control, % at 25 µM; actives 2.5% (n = 340,000); AID 1259313, 2017;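 active = melting temperature shift of at least 10% of the positive control shift, at one fixed dose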
# * hit, by the source's call; x = not tested or not shown. Hits appear at their usual frequency; 5.8% or so of the library scored in one or more.
SMILES,Gli-Sufu block,A3G deaminase,EBI2 block,CXCR6 inh,MPTP inh,APOBEC3A inh,CCR6 antagonist,GRIN3A LBD mod
COc1ccc(NC(=O)CN(C)CC(=O)Nc2ccc(C)c(S(=O)(=O)N3CCCCC3)c2)cc1,5.7,-5.1,7.3,4.4,-0.2,5.3,15.4,-8.5
Cc1ccc(-n2nc(C)c3c(C)onc3c2=O)cc1,-2.6,-14.3,-12.2,6.8,-0.5,-2.6,1.9,0.4
N=C(c1cccc([N+](=O)[O-])c1)N1CCCCC1,1.1,1.0,-7.4,1.0,0.6,0.3,9.8,-1.4
O=C1Nc2ccccc2C1(O)Cc1ccncc1 (centres undefined),2.9,-7.6,-6.3,-7.5,-0.9,-4.6,-6.2,-1.6
O=c1[nH][nH]c2c(N=Cc3ccccc3O)ccc(F)c12,x,x,-21.7,-1.2,3.8,x,11.3,-10.7
O=C(c1cccs1)N1C(=O)c2cccc3cccc1c23,1.6,3.4,-6.3,6.3,-0.6,7.9,13.4,-0.8
O=C(/C=C/Nc1ccc([N+](=O)[O-])cc1)c1ccc(Br)cc1,-47.9,0.0,-7.4,-9.1,7.3,1.1,10.3,-2.0
CCC(C)(C)n1nnnc1C(c1ccc(OC)c(OC)c1)N1CCN(c2cccc(OC)c2)CC1 (centres undefined),-1.9,-0.7,13.5,3.0,0.3,-10.3,12.4,-5.5
O=C(NCCC1CCCCN1S(=O)(=O)c1ccc(F)cc1)C(=O)NC1CCCC1 (centres undefined),2.6,-5.0,-3.5,-8.5,-2.5,2.1,5.0,5.5
O=C(O)CCC(=O)N1CCc2cc(S(=O)(=O)N3CCC(Cc4ccccc4)CC3)ccc21,2.4,-3.0,4.3,2.0,-1.9,-0.9,7.2,5.4
COc1ccc(N/C=C(\C2OC(=O)c3ccccc32)[N+](=O)[O-])cc1 (centres undefined),-0.7,-1.0,-41.2,0.3,0.3,-2.1,20.8,5.3
CCSC(=O)NC1CCCCC1,-34.4,-2.5,-1.7,1.3,0.7,1.1,1.9,-1.1
NC(=O)C1CCN(Cc2nc3cc(C(F)(F)F)ccc3c(=O)[nH]2)CC1,-21.2,-5.4,0.5,-7.3,1.6,2.9,2.5,-0.8
CC(C)C(=O)Nc1nnc(-c2ccccc2)o1,4.6,7.8,2.2,-2.5,-0.6,-0.1,10.3,-0.7
COC(=O)C1=CN(CCOC23CC4CC(CC(C4)C2)C3)C=C(C(=O)OC)C1c1ccsc1,21.1,-4.9,-14.2,10.6,2.0,4.8,14.8,-0.3
CC1CCN(CC(=O)N2c3ccccc3CC2C)CC1 (centres undefined),-0.8,-2.5,1.2,2.3,0.8,2.4,7.9,0.3
COc1ccc(C2CC2/C(C)=N/OC(=O)c2cccs2)cc1 (centres undefined),6.2,1.8,-7.3,4.5,0.0,-6.6,-16.9,-0.8
CCNc1nc(Oc2ccc(=O)n(-c3ccccc3)n2)nc(N(C)C)n1,-1.2,-5.1,-4.8,-4.8,-9.8,-2.5,22.6,-3.5
Cc1c(CC(=O)NCC(=O)NCC(=O)O)c(=O)oc2c(C)c3oc4c(c3cc12)CCCC4,1.9,0.6,-17.6,-8.0,1.0,4.1,1.3,3.3
COc1ccc(S(=O)(=O)N2CCOCC2)cc1NC(=O)CO/N=C/c1ccccc1OC(F)F,-0.1,-2.9,1.6,10.7,3.4,0.2,7.6,6.3
O=C(NCc1ccc2c(c1)OCO2)c1ccco1,4.3,-10.0,-10.4,-0.4,2.9,-2.3,-7.8,-1.2
Cc1ccc(-n2ncc3c2CC(C)(C)CC3NC(=O)CCc2cccnc2)cc1 (centres undefined),27.9,-1.7,-5.3,-6.7,0.4,-0.3,15.6,0.7
C(#Cc1ccccc1)C[N+]1(CC#Cc2cccc3ccccc23)CCOCC1,49.1,x,-1.6,1.2,-0.2,x,12.4,-1.0
COC(=O)c1c(NC(=O)CN2C(=O)NC3(CCCCC3C)C2=O)sc2c1CCC2 (centres undefined),1.1,-0.1,16.9,-2.9,-0.5,1.9,0.7,-0.2
CC(O)CNc1ccc([N+](=O)[O-])cc1S(=O)(=O)N1CCOCC1 (centres undefined),x,-4.7,-3.7,2.7,0.0,-4.5,7.5,-0.8
CN1CCN(C(=O)C2CC(=O)N(c3ccc(F)c(Cl)c3)C2)CC1 (centres undefined),9.4,-7.6,0.9,5.4,-0.7,-3.3,-8.7,0.2
CCSCCOC(=O)C1=C(C)N(C)C(=O)NC1c1ccc2c(c1)OCO2 (centres undefined),0.4,-9.4,-1.8,-7.1,0.0,-3.0,11.1,0.7
CCOc1ccccc1NC(=O)c1ccc(Cl)c(NC(=O)CC(c2ccccc2)c2ccccc2)c1,-6.4,0.6,23.6,7.3,3.7,0.6,-5.4,-1.2
COc1cccc(N(C(=O)Cn2nnc(-c3ccc(Cl)cc3)n2)C(C(=O)NCC2CCCO2)c2ccc(C)cc2)c1 (centres undefined),19.9,-6.9,15.2,4.7,1.3,-2.2,2.4,-2.6
CCOc1ccc(C2C(C(=O)O)c3ccccc3C(=O)N2CCN2CCOCC2)cc1 (centres undefined),3.9,0.3,-4.8,-5.1,-0.6,-0.8,-29.6,-0.9
O=C(NC1CCCCCC1)C1C2C=CC3(CN(Cc4cccnc4)C(=O)C13)O2 (centres undefined),6.1,-4.4,-1.4,5.8,-0.3,-3.6,5.9,-3.8
C=C1[C@H]2O[C@H]2[C@@H](OC(C)=O)[C@@]2(C)[C@@H](OC(C)=O)C[C@@H](OC(C)=O)[C@@](C)(O)[C@@H]2[C@@H](OC(C)=O)[C@@]2(O)[C@@H](C)C(=O)O[C@H]2[C@H]1Cl,-11.8,x,-1.7,-6.6,2.3,x,-11.0,0.9
COC(=O)c1ccccc1NC(=O)CN(C)Cc1ccccc1,15.1,-4.7,8.1,-1.8,1.5,-0.8,12.3,0.3
O=C1CN(C(=O)CNC(=O)c2ccc(Cl)cc2Cl)CCN1,1.4,-15.5,-4.0,2.4,-0.8,-5.1,7.2,-0.8
CCc1c(C)nc2ncnn2c1N1CCC(C(=O)Nc2cccc(C(C)=O)c2)CC1,2.8,-5.8,1.0,-1.7,0.5,0.4,-9.6,1.4
COc1cccc(-c2ccc(SCC(=O)N3CCOCC3)nn2)c1,-2.2,-0.6,-0.4,0.8,-1.8,-2.6,-5.0,-0.4
NC(=O)C1CCN(c2nc3ccccc3nc2NS(=O)(=O)c2ccc(Br)cc2)CC1,11.8,-8.5,1.2,-0.4,1.9,-3.3,3.5,-3.2
Cc1ccccc1C(=O)NC(=S)Nc1ccc(Oc2ccc(Cl)cc2)cc1,-3.7,-1.2,21.8,24.6,2.9,0.4,52.9*,-1.5
O=C(CCCNC(=O)/C(=C/c1ccccc1F)NC(=O)c1ccccc1)OCc1ccccc1,-9.0,-8.4,-2.2,3.3,1.9,-1.4,5.1,-6.3
CCOC(=O)c1cnn2c(N)c(C#N)nnc12,2.1,-3.9,-2.5,-2.7,-0.7,-1.6,17.3,4.1

# Brought forward from above: 3 compounds, followed by the next part.
SMILES,Gli-Sufu block,A3G deaminase,EBI2 block,CXCR6 inh,MPTP inh,APOBEC3A inh,CCR6 antagonist,GRIN3A LBD mod
Cc1ccccc1C(=O)NC(=S)Nc1ccc(Oc2ccc(Cl)cc2)cc1,-3.7,-1.2,21.8,24.6,2.9,0.4,52.9*,-1.5
O=C(CCCNC(=O)/C(=C/c1ccccc1F)NC(=O)c1ccccc1)OCc1ccccc1,-9.0,-8.4,-2.2,3.3,1.9,-1.4,5.1,-6.3
CCOC(=O)c1cnn2c(N)c(C#N)nnc12,2.1,-3.9,-2.5,-2.7,-0.7,-1.6,17.3,4.1
COc1cc(/C=C2\C(=N)N3N=C(S(C)(=O)=O)SC3=NC2=O)cc(OC)c1OCCOc1ccc(C)cc1,1.2,-0.5,-5.1,6.6,4.9,1.4,3.4,6.4
c1ccc(OCCCn2nnc(-c3ccc(N4CCOCC4)cc3)n2)cc1,-12.9,-1.8,0.5,1.1,0.9,-2.1,15.4,0.6
CS(=O)(=O)N1CCC(C(=O)N2CCN(c3ccc(F)cc3)CC2)CC1,4.3,-14.7,-13.7,-4.8,0.4,-0.1,6.5,2.2
O=C(Nc1nnc(SCc2ccc(F)cc2)s1)c1cccnc1Cl,-7.7,-12.0,10.3,-2.5,-0.1,-1.2,2.7,-4.1
CC1CCN(CCCCOc2ccccc2Br)CC1,11.8,-8.8,11.2,-0.4,1.0,-2.4,27.4,-4.5
Cc1cccc(NC(=O)NNC(=O)COc2ccc3ccccc3c2)c1,-0.2,-8.9,-7.5,1.0,0.4,-2.4,5.2,2.2
O=C(c1cn(-c2ccccc2)nc1-c1cccnc1)N1CCN(S(=O)(=O)c2ccc(Cl)cc2)CC1,16.1,x,3.5,2.9,-0.1,x,4.9,0.4
O=C1c2cccc(Cl)c2C(=O)N1c1ccccn1,5.5,-4.8,9.1,9.1,0.4,-0.6,1.3,3.4
CCOC(=O)CSc1nnc(CSc2nc3sc4c(c3c(=O)[nH]2)CCCC4)n1-c1ccccc1,-0.9,-3.0,-8.2,-3.3,10.7,-3.7,-14.5,5.9
CSc1cccc(NC(=S)N(Cc2ccc(C)cc2)Cc2cccnc2)c1,11.1,-10.6,17.5,-0.7,-0.6,3.1,14.2,-4.3
COc1ccc(N(CC(=O)N2CCCCC2)S(=O)(=O)c2c(C)nn(C)c2C)cc1,-0.8,-0.6,0.0,0.4,0.0,-0.2,1.2,0.5
CC1(C)CC(NC(=O)CCC2CCCC2)CC(C)(C)N1,-6.2,-4.8,-7.6,1.8,-0.6,-2.1,8.3,-2.7
COc1ccc(CN2CCC(n3nccc3NC(=O)C3CCCC3)CC2)cc1,16.0,-3.1,4.3,13.6,0.5,-0.5,9.2,-0.5
Nc1cc(OCC(F)(F)F)cc([N+](=O)[O-])c1,-2.9,-6.4,2.4,6.4,0.4,-3.6,15.3,5.4
CC(C)c1ccccc1NC(=O)COC(=O)c1cc(=O)[nH]c(=O)[nH]1,-11.3,-8.0,-13.4,-7.0,-0.8,-2.7,-1.3,0.7
OCCCNc1c2c(nc3cc(-c4ccc(Cl)cc4)nn13)CCC2,8.0,-6.5,38.6,-10.6,-1.3,-1.1,3.0,-2.4
CC(=O)c1ccc(N2CCN(C(=O)c3ccc4c(=O)n(-c5ccccc5)c(=O)[nH]c4c3)CC2)cc1,6.8,-5.0,-7.8,-0.7,1.1,-2.6,3.5,-2.1
Cc1cccc(NS(=O)(=O)c2cccc(C(=O)NCC3(N4CCOCC4)CCCCC3)c2)c1,5.6,x,-1.6,-3.5,0.8,x,16.9,-5.0
O=C(CN1CCN(c2ccc(F)cc2)CC1)NCc1cccs1,-2.1,-0.9,6.0,-1.6,2.0,1.2,-5.1,0.7
Cc1ccc(-n2nc3c(c2NC(=O)c2cccs2)CS(=O)(=O)C3)c(C)c1,-4.1,0.6,7.2,10.5,0.2,-6.3,17.9,0.2
O=C(Nc1ccc(Oc2ccc(NC(=O)Nc3ccc([N+](=O)[O-])cc3)cc2)cc1)Nc1ccc([N+](=O)[O-])cc1,20.2,10.2,-7.4,-7.7,15.5,2.3,29.4,x
